H9c2 TAG inh – triacylglycerol accumulation inhibition | 230,000 compounds, 0.66% hits | inhibition, % at 12.5 µM | H9c2 cells, Nile Red lipid (TAG) fluorescence; cells loaded with 200 µM oleic acid;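 active means pattern-corrected inhibition of lipid staining of at least 50% with the nuclear-stain viability signal not falling by more than 50%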;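 further: 0% = DMSO wells and 100% = triacsin C control wells; some results filed as inactive read as strong as hits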
H9c2 TAG inh DAPI viability – recorded beside H9c2 TAG inh, whose call it bears; DAPI nuclei signal change (viability), lower = more cytotoxic, %;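 whole-well DAPI fluorescence read on a plate reader as a viability signal; minus 50 percent equals half of cells still viable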
* hit, by the source's call.

SMILES | H9c2 TAG inh | H9c2 TAG inh DAPI viability
Cc1ccc(C(=O)Nc2cccc(-c3ccc(N4CCOCC4)nn3)c2)cc1C | 21.0 | 4.7
COc1ccc(/C=C(/NC(=O)c2ccc(C)cc2)c2nc3ccccc3[nH]2)cc1OC | -6.8 | -2.4
O=C(N/N=C1\C2CN3CCN(C2)CC1(c1ccccc1)C3)Nc1ccccc1 | 6.3 | -9.7
COCCNc1nc(NCCN2CCNC2=O)c2sccc2n1 | 12.3 | -10.9
CN1/C(=C\C(=O)COc2ccc3c(c2)OCO3)C(C)(C)c2ccccc21 | -59.0 | 7.9
CCCCc1n[nH]c2c1/C(=N/O)CC(C)(C)C2 | 2.4 | -0.5
Cc1cc(NC(=O)CSc2nc3cc(Cl)ccc3c(=O)n2C(C)C)no1 | -7.2 | -5.4
COC(=O)c1ccc(Cc2ccccc2)o1 | -3.0 | -8.1
CCCn1nc2cc(C(=O)NCc3ccc(C)cc3)ccc2c1OC | 3.5 | 2.2
Cc1nc2c(C)cccn2c1/C(O)=C1\C(=O)C(=O)N(CCN(C)C)C1c1ccccc1 (stereo not drawn) | -8.3 | -0.2
O=C(COC(=O)c1cccc(Cl)c1)NC1CCS(=O)(=O)C1 (stereo not drawn) | -14.0 | -2.4
C=CCn1c(SCC(=O)Nc2ccc(O)cc2)nc2sc(C)c(C)c2c1=O | -5.8 | -1.4
N#Cc1ccccc1OCC(=O)NC(=O)NC1CCS(=O)(=O)C1 (stereo not drawn) | -9.2 | -9.8
CCCCOc1ccc2ccccc2c1C=O | -2.6 | 4.7
O=C(CN1C(=O)c2ccccc2C1=O)NCC(=O)OCC(=O)c1ccc(Br)cc1 | -8.0 | 0.8
COc1ccc(CN(Cc2cccn2C)S(=O)(=O)c2ccccc2)cc1 | -15.2 | 1.0
Cc1cccc(CCNC(=O)C2CCN(S(=O)(=O)c3ccccc3)CC2)c1 | -14.6 | 4.0
CCOC(=O)c1nc(-c2ccc3c(c2)OCO3)[nH]c1C | -0.2 | 2.0
CCCC(=O)N1CCN(Cc2ccc3c(c2)OCO3)CC1 | -5.2 | 4.9
O=C(NC1CCCCC1)C(c1ccco1)N(C(=O)C(F)(F)F)C1CC1 (stereo not drawn) | -3.4 | 13.7
CCCCN(C1CCS(=O)(=O)C1)S(=O)(=O)c1ccc(C(C)C)cc1 (stereo not drawn) | 10.7 | -6.6
Cc1ccc(NC(=O)CCn2nc(C)cc2C)c(C)c1 | 9.9 | -0.9
O[C@H]1CN(Cc2cccs2)[C@@H](c2ccccc2)C[C@@H]1n1cc(-c2ccc(F)cc2)nn1 | -3.2 | 12.5
CSc1nc(N)nc(SCC(=O)c2ccccc2)c1C#N | 34.5 | -3.3
Cc1ccc2c(c1)nnn2C1CCN(S(=O)(=O)c2ccc(C(=O)NC3CCCC3)cc2)CC1 | 12.3 | -6.1
O=C(NC(=S)NCc1ccco1)c1ccc([N+](=O)[O-])cc1 | -4.9 | 4.9
[2H]c1c([2H])c([2H])c(-c2nc(N3CCCCCC3)sc2C(=O)c2ccccc2)c([2H])c1[2H] | -9.1 | -1.8
COc1cc(OC)cc(/C(N)=N/O)c1 | 6.3 | -4.6
Cn1c(=O)c2[nH]c(COc3ccc(C(C)(C)C)cc3)nc2n(C)c1=O | -36.8 | 8.4
CC(C)(C)c1ccc(C(=O)CCC(=O)NCc2ccccc2)cc1 | -4.8 | 4.6
COCCCNC(=O)Cn1ncc2ccsc2c1=O | 0.2 | -2.5
CC1CCCN(C(=O)Cn2nnc(-c3ccc(N(C)C)cc3)n2)C1 (stereo not drawn) | 1.1 | 1.4
O=C(Nc1nc2nc(-c3ccccc3)cc(=O)n2[nH]1)c1ccccc1 | 18.1 | -11.0
Cc1csc(NC(=O)c2cccs2)n1 | -32.0 | -5.3
COc1ccc2cc(C(c3nnnn3CC3CCCO3)N3CCOCC3)c(=O)[nH]c2c1 (stereo not drawn) | 5.1 | -3.1
NS(=O)(=O)c1ccc(CNC(=O)/C=C/c2ccc(S(=O)(=O)N3CCOCC3)cc2)cc1 | -5.1 | 4.2
CCOC(=O)C1CCN(C(=O)c2ccc(C)c(S(=O)(=O)N3CCCC3)c2)CC1 | 0.8 | 1.4
COc1cc(/C=C/C(=O)O)cc(S(=O)(=O)Nc2cc(S(=O)(=O)N3CCCCC3)ccc2Cl)c1OC | 13.5 | -9.3
Cc1ccc(S(=O)(=O)NCc2ccccc2)cc1C(=O)N1CCN(S(=O)(=O)c2ccccc2F)CC1 | 4.2 | -13.3
CN(C)P(=O)(Nc1cccc2ccccc12)Nc1cccc2ccccc12 | -16.5 | 4.8
Cc1ccc(C)c(CC(=O)N2CCCC(c3cc(C(=O)NCc4cccnc4)no3)C2)c1 (stereo not drawn) | -25.8 | 14.3
COc1ccc(/C=N/NC(=O)c2ccc(=O)n(C)c2)cc1OC | 11.6 | -0.8
CC(=O)Nc1sc(-c2ccccc2)nc1-c1ccccc1 | -13.6 | 0.9
Cc1ccc(C)c(NC(=O)CCN2CCOCC2)c1 | 12.5 | -20.7
CCCc1cc(NC(=O)COC(=O)c2nccnc2N)n(-c2ccccc2)n1 | 7.5 | -3.3
Cc1cc(Cl)ccc1OCC(=O)Nc1ccc(CN2CCOCC2)cc1 | -7.5 | 13.9
Cc1ccccc1NS(=O)(=O)c1nnc(NC(=O)c2ccccc2C)s1 | -1.6 | -0.5
CCN(CC(=O)Nc1cccc(OC)c1)C(=O)C1CC(=O)N(Cc2ccccc2Cl)C1 (stereo not drawn) | -9.5 | 1.5
C[C@@H]1CN([C@@H](C)CO)C(=O)CCCn2nncc2CO[C@@H]1CN(C)S(=O)(=O)c1ccc(C#N)cc1 | -5.6 | 8.4
O=C(CN1CCCCC1)Nc1cc(Cl)ccc1Oc1ccccc1 | -25.7 | 16.6
(continued)
SMILES | H9c2 TAG inh | H9c2 TAG inh DAPI viability
O=C(Cc1ccc(-n2c(=O)c3sccc3n(CC(=O)Nc3ccccc3)c2=O)cc1)NCc1ccco1 | 0.7 | 2.6
Cc1csc(NC(=O)CCc2c(C)nc3cc(-c4ccc(Cl)cc4)nn3c2C)n1 | 9.8 | -2.0
C[C@@H](CSc1ccccc1)CN1CC[C@H](NC(=O)OCc2ccccc2)CCC1=O | -31.2 | -5.4
COc1ccc(S(=O)(=O)N2CCOC2CNC(=O)C(=O)NCCc2ccccc2OC)cc1C (stereo not drawn) | 13.4 | -5.5
CS(=O)(=O)Nc1cccc(NC(=O)C2Cc3c(-c4cccc(F)c4)ccnc3O2)c1 (stereo not drawn) | 25.0 | -19.3
O=C(Cc1ccc(Cl)c(Cl)c1)NNC(=S)NCC1CCCO1 (stereo not drawn) | 1.2 | -3.9
COc1cccc(-n2c(Cc3cc(=O)[nH]c(=O)[nH]3)nnc2SCC(=O)Nc2ccccc2)c1 | 4.6 | 1.0
CC(=O)Nc1ccc(S(=O)(=O)N(C)CC(=O)N/N=C/c2ccc(C(=O)O)cc2)cc1 | -0.1 | -1.8
CCNC(=O)COc1ccc(OCc2ccccc2)cc1 | 5.8 | 10.9
O=C(Cc1ccccc1)NNC(=O)Cc1ccccc1 | 1.6 | 2.9

Entries above with a tert-butyl group:
SMILES | H9c2 TAG inh | H9c2 TAG inh DAPI viability
Cn1c(=O)c2[nH]c(COc3ccc(C(C)(C)C)cc3)nc2n(C)c1=O | -36.8 | 8.4
CC(C)(C)c1ccc(C(=O)CCC(=O)NCc2ccccc2)cc1 | -4.8 | 4.6

(more compounds)
SMILES | H9c2 TAG inh | H9c2 TAG inh DAPI viability
CC(C)(C)CC(=O)N1CCN(c2ccc(S(=O)(=O)N3CCOCC3)cc2[N+](=O)[O-])CC1 | 9.2 | -1.1
O=C(CSc1nccn1-c1cccc(Cl)c1)NO | 7.9 | -9.0
O=C(O)COc1ccccc1/C=N/NC(=O)CSc1nnc(SCc2ccccc2)s1 | -3.0 | -2.4
O=C1c2ccccc2C(=O)N1c1cccnc1 | -5.3 | 10.6
COc1ccccc1CNC(=O)C1CCN(Cc2nc(-c3cccc(Cl)c3)oc2C)CC1 | -15.0 | 9.1
Cc1nc2ccc(NC(=O)N3CCOCC3)cc2nc1C | 13.5 | 10.0
CCN(CC)S(=O)(=O)c1ccc(Cl)c(C(=O)N2CCc3ccccc32)c1 | -16.9 | 4.4
Cc1cccc(C)c1NC(=O)COC(=O)c1cc(=O)c2ccccc2o1 | -1.3 | -4.1
CCC(NC(=O)Nc1nnc(C(F)(F)F)s1)(C(F)(F)F)C(F)(F)F | -48.1 | -3.2
COc1ccccc1NS(=O)(=O)c1ccc(C)c(C(=O)Nc2cc(C)on2)c1 | 5.2 | 0.8
CC(=O)NC(C)(c1ccccc1)c1nc(-c2ccc(F)c(Cl)c2)cs1 (stereo not drawn) | -9.5 | 6.1
CCN(C(=O)COC(=O)CNC(=O)c1ccc(C)s1)c1ccccc1 | -19.6 | 1.1
Cc1ccc(NC(=O)c2ncn(CC(=O)NCc3ccc4[nH]ccc4c3)n2)cc1C | 33.3 | 3.8
CCOC(=O)CN1CC23C=CC(O2)C(C(=O)NC2CCCC2)C3C1=O (stereo not drawn) | 4.4 | 4.9
NC(Cc1ccc(Cl)cc1)c1csc(NC(=O)Nc2ccccc2-c2ccccc2)n1 (stereo not drawn) | 130.9 | -78.8
O=C(COc1cccnc1[N+](=O)[O-])N1CCN(C(=O)c2ccco2)CC1 | 11.8 | 1.2
C=C(C)COc1ccc(-c2n[nH]c(C)c2-c2ccc(OC)cc2)c(O)c1 | 22.1 | -15.7
CC(=O)Oc1ccc(C)cc1N1C(=O)c2ccc(C(=O)O)cc2C1=O | -4.2 | -4.4
CCNC(=O)COC(=O)/C=C/c1cccc([N+](=O)[O-])c1 | 3.9 | 4.5
COc1ccc(NC(=S)N(CCN(C)C)C(C)c2ccco2)cc1Cl (stereo not drawn) | 11.7 | 2.8

Ordered by molecular weight (largest number first): 3 of the compounds above.
SMILES | H9c2 TAG inh | H9c2 TAG inh DAPI viability
COc1ccc(NC(=S)N(CCN(C)C)C(C)c2ccco2)cc1Cl (stereo not drawn) | 11.7 | 2.8
CCCc1cc(NC(=O)COC(=O)c2nccnc2N)n(-c2ccccc2)n1 | 7.5 | -3.3
O=C(NC(=S)NCc1ccco1)c1ccc([N+](=O)[O-])cc1 | -4.9 | 4.9

Going on with the list.
SMILES | H9c2 TAG inh | H9c2 TAG inh DAPI viability
COc1cccc(C(C)NC(=O)Nc2cc(Cl)ccc2OC)c1 (stereo not drawn) | 11.1 | -0.4
Cc1ccc2nc(C)cc(NCCO)c2c1 | 5.1 | 7.1
O=C(Nc1ccc(Cl)cc1)N1CCC(c2nc(-c3ccccc3Cl)no2)CC1 | 12.4 | -7.8
Cc1ccc(Cl)cc1N1CCN(C(=O)C2CCCN(S(=O)(=O)c3cnc[nH]3)C2)CC1 (stereo not drawn) | -4.5 | -3.9
COc1cc(C2CC(=O)C=C(O)C2)cc(OC)c1OC (stereo not drawn) | 2.6 | -2.7
CC(=O)OC1(C(C)=O)CCC2C3CC(Cl)C4=CC(=O)CCC4(C)C3CCC21C (stereo not drawn) | 5.5 | 4.4
COc1cccc(NC(=O)/C=C/c2ccc(S(=O)(=O)N3CCOCC3)cc2)c1 | 6.9 | 7.8
Cc1cccn2cc(-c3cccc(S(=O)(=O)N4CCOCC4)c3)nc12 | 7.0 | 2.5
CC(=O)NC(NC(C)=O)c1cccc(OCc2ccccc2)c1 | 0.9 | -6.8
O=C(COc1ccccc1)N(Cc1cc2ccccc2[nH]c1=O)CC1CCCO1 (stereo not drawn) | -10.3 | 9.7

Looked up above:
Under H9c2 TAG inh DAPI viability, `Cc1cccn2cc(-c3cccc(S(=O)(=O)N4CCOCC4)c3)nc12` is entered as 2.5
Under H9c2 TAG inh DAPI viability, `CC(=O)OC1(C(C)=O)CCC2C3CC(Cl)C4=CC(=O)CCC4(C)C3CCC21C` (stereo not drawn) is entered as 4.4
Under H9c2 TAG inh DAPI viability, `COc1cccc(NC(=O)/C=C/c2ccc(S(=O)(=O)N3CCOCC3)cc2)c1` is entered as 7.8
Under H9c2 TAG inh, `COc1cccc(C(C)NC(=O)Nc2cc(Cl)ccc2OC)c1` (stereo not drawn) is entered as 11.1
Under H9c2 TAG inh DAPI viability, `COc1cc(C2CC(=O)C=C(O)C2)cc(OC)c1OC` (stereo not drawn) is entered as -2.7

Other entries.
SMILES | H9c2 TAG inh | H9c2 TAG inh DAPI viability
CC(C)CNC(=O)C1Nc2ccccc2C2C=CCC12 (stereo not drawn) | 5.9 | -3.5
COC(=O)c1ccc(NS(=O)(=O)c2ccc(Cl)cc2)o1 | 15.4 | -8.4
O=C(OCCOc1ccccc1Cl)c1cc(S(=O)(=O)N2CCCCC2)ccc1N1CCOCC1 | -21.4 | 2.9
Oc1ccc(Cl)cc1Nc1nc(NCC2CCCO2)c2ccccc2n1 (stereo not drawn) | 17.5 | 3.6
CC(CCCCCCCCC(=O)O)N(CCO)C(=O)OC(C)(C)C (stereo not drawn) | -19.5 | 5.4
Cc1cccc(NS(=O)(=O)c2ccc(C(C)(C)C)cc2)n1 | -8.0 | 4.9
COc1ccc(N2CCN(c3nc(C)c(C)c(=O)[nH]3)CC2)cc1 | 7.3 | -1.2
COc1cc(NC(=O)c2ccc(OCc3c(C)noc3C)c(OC)c2)cc(OC)c1 | 33.3 | 0.7
CC(C)CC(CCc1ccccc1)OS(N)(=O)=O (stereo not drawn) | 4.4 | 2.4
CNCc1ccccc1Sc1ccc(OC)cc1 | 1.6 | 7.1
Cc1ccc(CNc2ncc(-c3ccccc3)n2C)o1 | 7.7 | 0.4
Cc1ccc(SCCN2CCN(C)CCC2=O)cc1 | 2.0 | 2.3
CN(C)c1ccc(-n2cccc2/C=C/[N+](=O)[O-])cc1 | 14.2 | -16.4
Cc1ccc(C(=O)C(C)OC(=O)C2CCN(c3ccc(C(F)(F)F)cn3)CC2)cc1 (stereo not drawn) | -30.7 | -10.4
COc1ccc(NS(=O)(=O)c2ccc(NC(=O)c3ccccc3Br)cc2)nn1 | 4.6 | 5.7
CN(C(=O)COC(=O)c1cccc(S(=O)(=O)N(C)c2ccccc2)c1)C1CCCCC1 | -13.8 | 1.9
CN(C)c1ncc(S(=O)(=O)c2ccccc2)c(N)n1 | 0.0 | -4.1
CSCCC(NC(=O)c1ccccc1Br)C(=O)NC(C)CCc1ccccc1 (stereo not drawn) | 14.9 | -1.7

Some of the compounds tested; count on the stated rates, not on these rows.
